Compound activity from PubChem BioAssay.
S1P3 antag = blocks the human S1P3 receptor; Q99500; CHO S1P3 NFAT-BLA reporter, FRET fluorescence, antagonist mode; inhibition, % at 4.98 µM; 0.27% of 170,000 active; AID 485;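 active = inhibition above the plate cutoff, the mean inhibition of test wells on that plate plus 3 SD, cut at about 28% in these data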;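 also: cells challenged with S1P at its EC80 of 0.8 µM; blue over green emission ratio from cleaved BLA substrate after 4 h stimulation; 0% = S1P-stimulated wells and 100% = unstimulated DMSO-only wells; some compounds past the cut are filed as inactive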
Target sequence (Q99500 whole entry, looked up): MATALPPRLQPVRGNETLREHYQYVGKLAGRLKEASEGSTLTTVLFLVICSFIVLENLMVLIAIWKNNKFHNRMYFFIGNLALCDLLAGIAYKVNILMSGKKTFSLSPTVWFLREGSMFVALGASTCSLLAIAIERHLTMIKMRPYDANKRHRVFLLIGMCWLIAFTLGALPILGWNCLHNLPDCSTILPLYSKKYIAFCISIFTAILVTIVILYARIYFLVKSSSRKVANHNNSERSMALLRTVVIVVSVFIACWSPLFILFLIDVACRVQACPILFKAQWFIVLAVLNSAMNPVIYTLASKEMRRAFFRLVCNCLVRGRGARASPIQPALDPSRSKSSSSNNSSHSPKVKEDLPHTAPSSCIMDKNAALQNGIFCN
ROMK mod = modulates human ROMK potassium channel activity | AID 1918 | 2% of 130,000 active | Tet-inducible ROMK, thallium flux fluorescence; actives lie on both sides | B-score at 10 µM | P48048;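 active = signal ratio slope over the read window, or its plate-corrected B-score, at least 3 SD from the plate mean, either direction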;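 also: B-score of the F/F0 ratio slope over 7 to 12 s after thallium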
Target sequence (P48048 whole entry, looked up): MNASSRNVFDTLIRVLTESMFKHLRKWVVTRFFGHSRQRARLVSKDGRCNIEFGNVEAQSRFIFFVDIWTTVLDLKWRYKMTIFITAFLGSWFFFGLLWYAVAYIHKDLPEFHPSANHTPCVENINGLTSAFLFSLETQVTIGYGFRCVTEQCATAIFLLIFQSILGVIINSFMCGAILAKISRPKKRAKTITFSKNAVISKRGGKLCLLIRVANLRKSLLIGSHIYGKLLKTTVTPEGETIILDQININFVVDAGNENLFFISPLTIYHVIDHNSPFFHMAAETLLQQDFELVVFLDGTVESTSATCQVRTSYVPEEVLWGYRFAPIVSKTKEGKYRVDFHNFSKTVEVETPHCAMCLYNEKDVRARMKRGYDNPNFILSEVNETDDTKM
* hit, by the source's call. Only part of the results is shown. The share of hits here may be higher or lower than overall.

Structure,S1P3 antag,ROMK mod
CCCCNC(=O)C1CCC(CNc2c(N3CCC(C)CC3)c(=O)c2=O)CC1 (stereo not given),-5,0.32
Cn1cnc(S(=O)(=O)Nc2ccc3c(c2)OCCO3)c1,-3,1.2
Cc1ccc2c(c1)C(c1ccccc1)N(C(=O)c1ccc3c(c1)OCO3)CC(=O)N2 (stereo not given),6,-1.9
COc1ccccc1CCNC(=O)Cc1cccs1,1,0.46
O=C(C1CCCN1S(=O)(=O)c1cccc2nsnc12)N1CCCCC1 (stereo not given),-17,-0.24
COc1ccc(-c2nc3c4ccccc4ccn3c2CN2CCCCC2)cc1OC,10,0.045
COc1ccc(/C=C/C(=O)NC(=S)NNC(=O)c2cnccn2)cc1,-8,2.2
CC(=O)CSc1cc(-c2ccccc2)nc2ncnn12,5,-1.1
S=c1[nH]nc(-c2cccc3ccccc23)n1-c1cccnc1,-13,0.37
COc1ccc(CCNC(=O)c2cc3c(=O)n(C)c4ccccc4c3n2C)c(OC)c1,3,-0.91
Fc1ccccc1-c1nc(NCc2ccccc2)c2ccccc2n1,3,-0.00084
O=C1CS/C(=N\NC(=O)c2ccccc2)N1,-2,-0.045
O=C(Nc1ncc(S(=O)(=O)c2ccc([N+](=O)[O-])cc2)s1)c1cccnc1,-5,-0.62
CC1Oc2ccccc2C=C1/C=N\NC(=O)c1cccnc1 (stereo not given),-1,-0.63
O=C(Nc1ccc2ccccc2n1)C1CCCCC1,-3,-0.25
O=C(Nc1ccc(F)cc1)Nc1ccc(Oc2ncnc3cc(Cl)ccc23)nc1,0,-0.71
COC(=O)c1ccccc1NC(=O)c1ccc(F)cc1,3,-1.5
O=C(CC1SC(=Nc2ccc(O)cc2)NC1=O)Nc1ccccc1 (stereo not given),-2,0.4
CCSC1=C(C#N)C(c2ccc(C)o2)CC(=O)N1 (stereo not given),-7,1.1
CCOCCn1c(-c2ccccc2)nc2ccccc21,6,0.93
CCOc1cc(/C=C(/NC(C)=O)C(=O)O)cc(Cl)c1OCc1cccc(Br)c1,-13,1.5
COC(=O)/C(C#N)=C/c1c(Oc2cccc(C)c2C)nc2ccccn2c1=O,0,-1
O=C(Nc1ccc(F)cc1F)Nc1csc2ccccc12,-6,-0.067
Cc1ccc(CCNC(=O)CS(=O)Cc2nc(-c3cccs3)oc2C)cc1 (stereo not given),-1,0.026
CCN(CC)CCCNC(=O)C(C)n1c2ccccc2c2nc(=O)cc(C)n21 (stereo not given),15,-0.097
CN1CCN(c2c(F)cc3c(=O)c(C(=O)O)cn4c3c2OCN4C)CC1,6,0.46
Cc1nc(Nc2ccc(F)cc2)nc(Nc2ccc(F)cc2)c1[N+](=O)[O-],-9,0.47
COc1ccc(CC(=O)N/N=C/C=C/c2ccc3c(c2)OCO3)cc1OC,-16,0.52
COc1ccc(CCNC(=O)C(=O)NCC2CCNCC2)cc1OC,-3,0.26
Cc1ccc(C2NC(=NCc3ccccc3)Nc3nc(C)cc(=O)n32)cc1 (stereo not given),19,-1.3
O=C(NCCCN1CCOCC1)C(=O)N/N=C/c1ccccc1Cl,5,-1.2
COCCn1c(-c2ccc(C)cc2)nc2oc3cc(OC)ccc3c(=O)c2c1=O,-4,-0.078
COc1ccc(CC(=O)O/N=C(\N)c2ccc(OC)cc2)cc1,-5,-0.41
CCOC(=O)c1cn2nc(Oc3ccc(C)cc3)ccc2n1,4,-0.46
NC(N)=N/N=C/c1ccc2cccc(OCc3ccccc3)c2n1,2,-3.7*
CCC(C)(C(=O)Nc1c(C)cccc1C)N(C)C(=O)c1ccc2ccccc2n1 (stereo not given),-1,1.9
Cc1cccc(NC(=O)C2CC(=O)n3ncnc3N2)c1 (stereo not given),1,-0.21
Cc1[nH]c2ccccc2c1/C=N/NC(=O)CNC(=O)c1ccc2c(c1)OCCO2,0,-1.9
CC12CCC(C(=O)Nc3ccccc3Cl)([C@H](Br)C1=O)C2(C)C (stereo not given in full),10,0.47
COc1ccc(/C=N/Nc2ncnc3c2[nH]c2ccc(C)cc23)c(OC)c1OC,11,0.25
CC(C)NC(=O)C1CCN(c2ccc(S(=O)(=O)N3CCOCC3)cc2Cl)CC1,-9,-0.097
N#C/C(=C(/O)c1ccc([N+](=O)[O-])cc1)c1nc2ccccc2[nH]1,5,-0.064
O=C(Nc1ccc(F)cc1)Nc1csc2ccccc12,24,0.55
Cn1c2ccccc2c2cnn(CC(=O)Nc3ccc(Cl)cc3)c(=O)c21,4,-0.0096
C/C(=N\O)C1CCCCC1,3,0.13
COc1ccc(S(=O)(=O)N2CCOC2CNC(=O)C(=O)NCc2ccco2)cc1 (stereo not given),18,0.3
S=c1nc(C23CC4CC(CC(C4)C2)C3)[nH][nH]1,-17,0.35
NNc1nnc2c3cc(F)ccc3n(Cc3ccccc3)c2n1,-5,-1.4
CCN(CC)c1ccc(/C=N/N2CCN(c3ccccn3)CC2)cc1,-6,-0.65
NNC(=O)c1cccc(COCC(F)(F)C(F)F)c1,1,1.1
CCOC(=O)c1sc(Nc2nc(C)cc(C)n2)nc1C,8,0.47
Cc1ccc(C[n+]2cc(-c3ccc(Cl)cc3)n3c2CCC3)cc1,-11,-0.027
COCCn1c(SCC(=O)Nc2cc(OC)ccc2OC)nc2c(c1=O)SC(C)C2 (stereo not given),5,-1.1
NC(=O)N/N=C/c1ccc(-c2ccc([N+](=O)[O-])cc2)o1,-3,-0.67
Oc1cccc(NC(=S)N=Nc2c(O)[nH]c3ccccc23)c1,9,0.18
CC(=O)c1cnn(-c2ccc(Cl)cc2)c1C,4,1.3
Cc1cc(C)c2sc(NC(=O)CN3C(=O)CCC3=O)nc2c1,20,-0.071
O=c1c(Cc2ccccc2)c(O)c2cccc3c4c(n1c23)CCCC4,-8,3.8*
CSc1nnc([C@H](Cc2c[nH]c3ccccc23)NC(=O)OC(C)(C)C)o1,1,-0.2
COC(=O)c1ccc(NC(=O)COc2ccc([N+](=O)[O-])cc2)cc1,0,0.18

Molecules shown so far that contain an aryl thioether with sulfur outside any ring, in the order listed:
Structure,S1P3 antag,ROMK mod
CC(=O)CSc1cc(-c2ccccc2)nc2ncnn12,5,-1.1
COCCn1c(SCC(=O)Nc2cc(OC)ccc2OC)nc2c(c1=O)SC(C)C2 (stereo not given),5,-1.1
CSc1nnc([C@H](Cc2c[nH]c3ccccc23)NC(=O)OC(C)(C)C)o1,1,-0.2

(cont.)
Structure,S1P3 antag,ROMK mod
COc1cc(NC2c3ccccc3C(=O)N2Cc2ccc3c(c2)OCO3)cc(OC)c1 (stereo not given),9,-0.18
O=C(NNC(=O)C1CCN(S(=O)(=O)c2cccc(Cl)c2)CC1)C1CC1,-14,0.36
COc1cscc1C(=O)O,-11,-1.2
COc1ccc(-c2nn(-c3ccccc3)cc2C2CC(c3cccs3)=NN2C(=O)CCC(=O)O)cc1 (stereo not given),4,0.37
CC(/C=C/c1ccc2c(c1)OCO2)=N/NC(=O)c1ccncc1,8,0.32
O=C(O)c1ccc(-n2c(-c3cc(C4CC4)[nH]n3)n[nH]c2=S)cc1,21,-0.34
CCOC(=O)N1CCc2c(sc(N)c2C#N)C1,-11,-0.73
O=C(O)c1ccc(S(=O)(=O)c2ccc3c(c2)C(=O)N(NC(=O)c2ccncc2)C3=O)cc1,0,-0.5
O=C(O)/C=C(\Oc1ccccc1)C1(O)CCCCC1,-2,-0.61
COc1ccc(C2CC(=O)c3cc(OC)c(OC)cc32)cc1OC (stereo not given),14,0.21
COc1ccc(NC(=O)c2ccc(CNc3c(N4CCCC4)c(=O)c3=O)cc2)cc1Cl,4,1.7
OCCN(CC#CCn1c2ccccc2c2ccccc21)CCO,-16,-0.16
Cc1cccc2c(=O)cc(C)n(CC(N)=O)c12,5,0.15
O=C(C1Cc2ccccc2CN1C(=O)c1ccccc1)N1CCN(c2ccccc2)CC1 (stereo not given),5,0.058
CC(C)(C)NC(=O)CSc1nc2ccccc2c(=O)[nH]1,-18,0.52
COc1ccccc1Nc1nc(NCC(C)C)nc(N)c1[N+](=O)[O-],-13,0.46
COC(=O)c1ccc(S(=O)(=O)NC(C)(C)C)n1C,10,1.4
COc1ccc(N2CC(C(=O)Nc3cc(C)ccn3)CC2=O)cc1 (stereo not given),-6,-0.17
CC1(C)CC(NC(=O)C(=O)NCCc2ccccc2)CC(C)(C)N1,-9,-0.062
Cc1nc([N+](=O)[O-])cn1CC(=O)c1ccccc1,-11,0.46
COc1ccc(/C=N\NC(=O)C2COc3ccccc3O2)cc1O (stereo not given),-16,1.7
COc1ccc(CCN2C(=S)N(c3ccc(Cl)cc3)C(=O)C2CC(N)=O)cc1OC (stereo not given),-2,0.55
COC(=O)c1ccc(S(=O)(=O)N2CCCN(Cc3cccc(Br)c3F)CC2)n1C,11,1.1
CC(C)(C)C(=O)N1CCN(c2ccc([N+](=O)[O-])cc2-n2cccc2)CC1,12,-0.19
Nc1nnn(CC(=O)N/N=C/c2cn[nH]c2-c2ccccc2)n1,9,0.46
NS(=O)(=O)c1ccc(NNC(=O)c2ccccc2C(=O)O)cc1,-11,0.45
O=C(Nc1nc2ccsc2c(=O)s1)c1ccc(Cl)cc1,-1,-0.4
CCOC(=O)c1ccc(OC)c(OC)c1Cl,-20,-0.11
O=C(O)CCNC(=O)/C(=C\C=C\c1ccccc1)NC(=O)c1ccccc1,7,0.67
S=c1[nH]nc(-c2ccc(Cl)cc2)n1-c1cccnc1,-11,0.27

Five structures out of the list, sorted by SMILES length, falling.
Structure,S1P3 antag,ROMK mod
COC(=O)c1ccc(S(=O)(=O)N2CCCN(Cc3cccc(Br)c3F)CC2)n1C,11,1.1
COc1cc(NC2c3ccccc3C(=O)N2Cc2ccc3c(c2)OCO3)cc(OC)c1 (stereo not given),9,-0.18
COc1ccccc1Nc1nc(NCC(C)C)nc(N)c1[N+](=O)[O-],-13,0.46
NS(=O)(=O)c1ccc(NNC(=O)c2ccccc2C(=O)O)cc1,-11,0.45
COc1ccc(N2CC(C(=O)Nc3cc(C)ccn3)CC2=O)cc1 (stereo not given),-6,-0.17

Other structures
Structure,S1P3 antag,ROMK mod
CC(C)C(=O)NNC(=O)CC(=O)Nc1ccccc1C(=O)O,-3,-0.036
O=C(COC(=O)c1ccccc1Nc1ccccc1F)c1ccccc1,4,0.25
COc1ccc(-n2c(N)cc(=O)[nH]c2=O)cc1,-17,-0.51
Cc1cccnc1NC(=O)C(C)N1C(=O)c2ccccc2C1=O (stereo not given),10,-0.69
CCCCCc1nc2c(c3c1CCCC3)CCCC2,8,0.23
COC(=O)CSc1nc(N)c(C#N)c(-c2ccc(O)cc2)c1C#N,-5,1.1
Cc1nc(SCC(=O)Nc2cc(C(N)=O)cc(C(N)=O)c2)c2c(C)c(C)sc2n1,3,1.2
COc1ccc(Br)cc1/C=N/NC(=O)Cn1nnnc1N,-9,-0.055
CSc1oc(-c2cccs2)nc1S(=O)(=O)c1ccccc1,9,-0.012
CC1(C)Cc2c(c(-c3ccco3)nc3sc4c(NCCCO)ncnc4c23)CO1,-3,0.44
O=C(Nc1ccc2ccccc2n1)Nc1cccs1,2,0.03
C[C@H](Nc1ccc(C(F)(F)F)cc1[N+](=O)[O-])C(=O)O,9,0.64
CCCCOC(=O)CSc1nc2ccccc2o1,6,0.48
OC(COc1cccc2ccccc12)CN1CCN(c2ccc(Cl)cc2)CC1 (stereo not given),10,-0.6
c1ccc(CSc2nc3ncncc3[nH]2)cc1,-8,-0.46
COC(=O)CNc1nc(Cl)nc(N2CCC(C)CC2)n1,-2,-0.42
CCOCCCn1c(=NC(=O)c2cccs2)c(C#N)cc2c(=O)n3cccc(C)c3nc21,8,0.14
O=C(c1cccnc1)N1CCN(c2ccccc2Cl)CC1,11,-0.82
Nc1nccc(-c2cc(-c3ccc(Cl)cc3Cl)no2)n1,-2,-0.82
CC(=O)N/C(N)=N/c1nc2cc(C)ccc2o1,0,0.86
Cc1ccc(C(C)C)c(OCC(=O)NN=C(CCl)CCl)c1,2,-4.6*
O=C1/C(=C/c2cccs2)SC(=S)N1NS(=O)(=O)c1ccccc1,-7,0.88
COC(=O)c1sccc1S(=O)(=O)Nc1ccc(C)cc1,13,0.28
CC(=O)Nc1ccc(/C=C2\Sc3ccccc3C2=O)cc1,-1,1.3
CCOC(=O)NC1c2ccccc2Oc2ccccc21,-1,-0.61
Cn1c(CNC(=O)OC(C)(C)C)nnc1SCc1c(Cl)cccc1Cl,6,0.21
COc1ccc(-c2c(C(F)(F)F)[nH]n3c(=O)cc(-c4ccccc4)nc23)cc1,-13,1.8
CC(C)CCN(CCC(C)C)C(=O)Cc1c(O)c2ccccc2[nH]c1=O,6,0.52
N#Cc1c(-c2ccc(F)cc2)c2c([nH]c1=O)-c1ccccc1OC2,-9,-0.98
C=CCOc1c(CCC)cc(CCC)cc1C(N)=O,-17,-0.076
